HCV inhibitor – HCV inhibition. Potency, µM (highest dose often 41.8 µM), for inactives: at the highest dose activity change, negative = inhibition, hits mostly inhibitors. Huh7.5.1 HCVcc-Cre infection, luciferase reporter, 44 h. 340,000 compounds, 3.4% hits; note: potency is the fitted concentration of half-maximal effect
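Antiviral activity was scored by luciferase reporter output from cells infected with HCVcc-Cre (~0.5 moi) in presence of compound, 44 h infection period, cells seeded 1,000/well 4 h prior.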
Tb PYK inh – T. brucei pyruvate kinase inhibition; Q57TT1; 410,000 compounds, 0.12% hits; Potency, µM (doses to about 76.8 µM), for the others: at the highest dose activity, negative = inhibition, hits mostly inhibitors; TbPYK enzyme, Kinase-Glo Plus ATP luminescence, 45 min; note: potency is the fitted concentration of half-maximal effect; nearly all actives have a fitted effect of over 50% in size
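Luminescent Kinase-Glo Plus end-point after 45 min room-temperature reaction of T. brucei pyruvate kinase started with 130 uM ADP (final). Buffer TEA 50 mM pH 7.2 with KCl, MgCl2, BSA, Tween-20; titration-based qHTS with fitted concentration-effect curves.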
AmpC inh no detg – blocks E. coli AmpC beta-lactamase in detergent-free assay | P00811 | AmpC nitrocefin hydrolysis, absorbance 480 nm, 0.0001% Triton | Potency, µM (series often up to 57.1 µM), inactives show at the highest dose activity change, negative = inhibition, actives largely listed as inhibitors | 330,000 compounds, 0.52% hits | AID 485341;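 note: potency is the fitted concentration of half-maximal effect; plate controls were no compound for no effect and no enzyme for full effect; nearly all actives have a fitted effect of over 20% in size; some results filed as inactive show a strong effect at the top dose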
Target sequence (P00811 whole entry, looked up): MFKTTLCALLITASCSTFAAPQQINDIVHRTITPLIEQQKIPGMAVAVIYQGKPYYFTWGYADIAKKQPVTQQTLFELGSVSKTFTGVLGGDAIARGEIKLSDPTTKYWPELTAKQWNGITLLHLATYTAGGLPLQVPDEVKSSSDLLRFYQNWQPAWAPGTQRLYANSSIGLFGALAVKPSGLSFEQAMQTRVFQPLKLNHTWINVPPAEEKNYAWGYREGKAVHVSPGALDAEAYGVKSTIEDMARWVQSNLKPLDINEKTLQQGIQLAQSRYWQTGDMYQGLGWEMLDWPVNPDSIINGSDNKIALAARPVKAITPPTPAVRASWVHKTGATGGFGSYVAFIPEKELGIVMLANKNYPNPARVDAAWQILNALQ
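20 mM phosphate pH 7.0 + 0.01% (detergent screen) or 0.0001% Triton X-100; 5.3 nM AmpC reagent; cpd preinc 15 min RT; nitrocefin (800 uM stock) to start; A480 q20 s × 4 min; Activity was normalised to no-enzyme and no-compound control wells.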
AMA1 RON2 block – AMA1-RON2 (P. falciparum) interaction inhibition. AlphaScreen AMA1-biotinylated RON2 peptide binding. Potency, µM (series often up to 58.2 µM), for the others: top-dose activity change, negative = inhibition, usual class: inhibitors. 360,000 compounds, 0.2% hits. AID 720542;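 note: potency is the fitted concentration of half-maximal effect; 0% = vehicle wells and -100% = peptide control; nearly all actives have a fitted effect of over 45% in size; some results filed as inactive show a strong effect at the top dose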
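AMA1 (3D7) with his tag at 25 nM final met compounds first, then biotinylated RON2 peptide at 25 nM; detection used donor plus acceptor beads, 10 µg/mL apiece, read by AlphaScreen after 30 min at room temperature.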
HCMV inh – inhibitors of human cytomegalovirus; 410,000 compounds, 4.5% hits; HFF cells, HCMV-luciferase reporter, 72 h; active compounds read low; activity change, negative = inhibition, % at 57.5 µM; in the data active = activity change below about -60%; inconclusive = no clear call, values can overlap the other calls; inactive = above about -39%
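After 16 h attachment at 37C, HFF cells received test compound and HCMV-luciferase (1 PFU/cell); reporter luminescence read 72 h later, data normalized against buffer-only and known inhibitor Salinomycin.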
AmpC inh detg – blocks E. coli AmpC beta-lactamase in detergent assay | P00811 | AmpC hydrolysis of nitrocefin, absorbance 480 nm, 0.01% Triton | Potency, µM (titrated, usually from 114 µM), inactives show at the top dose activity change, negative = inhibition, actives largely listed as inhibitors | 370,000 compounds, 0.041% hits;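 note: potency is the fitted concentration of half-maximal effect; 0% = no-compound wells and -100% = no-enzyme wells; nearly all actives have a fitted effect of over 25% in size; some results filed as inactive show a strong effect at the top dose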
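20 mM phosphate pH 7.0 + 0.01% (detergent screen) or 0.0001% Triton X-100; 5.3 nM AmpC reagent; cpd preinc 15 min RT; nitrocefin (800 uM stock) to start; A480 q20 s × 4 min; Activity was normalised to no-enzyme and no-compound control wells.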
LmPK inhibitor – LmPK (Leishmania mexicana) enzyme inhibition; AID 1721; purified LmPK, Kinase-Glo ATP luminescence, 1 h; Potency, µM (highest dose often 57.5 µM), inactives show top-dose activity change, negative = inhibition, usual class: inhibitors; Q27686; 290,000 compounds, 0.37% hits; note: potency is the fitted concentration of half-maximal effect
Target sequence (Q27686 whole entry, looked up): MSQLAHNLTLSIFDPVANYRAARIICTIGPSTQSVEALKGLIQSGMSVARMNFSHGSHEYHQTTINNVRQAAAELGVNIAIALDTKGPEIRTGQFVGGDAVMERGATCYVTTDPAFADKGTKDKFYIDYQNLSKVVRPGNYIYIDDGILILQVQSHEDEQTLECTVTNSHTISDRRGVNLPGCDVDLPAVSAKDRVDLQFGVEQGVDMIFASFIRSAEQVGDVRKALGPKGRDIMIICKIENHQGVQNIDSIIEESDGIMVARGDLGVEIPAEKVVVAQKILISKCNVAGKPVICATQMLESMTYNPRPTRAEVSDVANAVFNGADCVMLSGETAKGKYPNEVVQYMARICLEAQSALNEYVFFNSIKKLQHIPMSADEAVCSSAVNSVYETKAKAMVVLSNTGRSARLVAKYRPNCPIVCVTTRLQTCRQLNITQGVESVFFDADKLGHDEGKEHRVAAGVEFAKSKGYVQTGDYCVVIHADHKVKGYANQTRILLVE
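ATP generated from ADP (0.1 mM) and PEP (0.5 mM) by 0.1 nM LmPK over 1 h at room temperature (pH 7.2 imidazole buffer) was detected by coupled luciferase luminescence. Values were normalized to uninhibited and no-enzyme wells.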
* hit, by the source's call; u = inconclusive; x = no result given; + = active, no number; [ ] = another dose, or the depositor's remark. Unless noted, calls come from the whole dose curve; as a rule, active = well fitted curve in the direction sought with a large enough effect; inconclusive = small, poorly fitted or top-dose-only effect, or another doubt; inactive = no such curve, though single readings can be large; an effect the other way counts as inactive or inconclusive. Unless noted, % is set by controls: 0 for no effect and ±100 for the full control effect.

SMILES | HCV inhibitor | Tb PYK inh | AmpC inh no detg | AMA1 RON2 block | HCMV inh | AmpC inh detg | LmPK inhibitor
O=c1c2oc3ccccc3c2n(Cc2cccc(Cl)c2)c(=O)n1Cc1ccc2c(c1)OCO2 | x | 4% | x | x | -36 | 16% | x
O=C(NCc1cccs1)C1CCN(S(=O)(=O)c2cccc([N+](=O)[O-])c2)CC1 | 5% | 0% | -17% | -9% | 6 | -9% | 0%
O=C(Cn1cnc2ccccc2c1=O)NCC(=O)N1CCC2(CC1)OCCO2 | -3% | 4% | -12% | 2% | 38 | -8% | -12%
O=C1CCCCc2cc(O)c(O)cc21 | x | -11% | x | 66%[activator] | -12 | x | x
COc1ccccc1CN1CCC(CNC(=O)c2cnn(-c3ccc(C)c(C)c3)c2C2CCN(C(=O)OC(C)(C)C)CC2)CC1 | x | 3%[15.4 µM] | x | x | u | 1% | x
Nc1ccn([C@@H]2O[C@H](C(=O)NCCc3ccc(F)cc3)[C@@H](O)[C@H]2O)c(=O)n1 | x | 2% | x | -1% | 18 | x | x
COc1ccc(NC(=O)Cn2cc(C(=O)c3cccs3)c3ccccc32)cc1 | x | -6% | x | x | 9 | -5% | x
CCc1cccc(NC(=O)c2ccc(NS(=O)(=O)c3c(C)noc3C)cc2)c1 | u | 5% | -32% | -13% | -3 | -3% | 5%
CC(=O)Nc1ccc(OCC(=O)N(CC(C)C)C2CCS(=O)(=O)C2)cc1 (stereo not drawn) | 10% | -4% | -12% | -1% | -4 | 1% | -3%
CCN(C(=O)c1cc2c(=O)[nH]c3ccc(C)cc3c2s1)c1cccc(C)c1 | u | -2% | -5% | 13% | 0 | -5% | 7%
CCOc1ccc(Oc2ccccc2NS(=O)(=O)c2ccc(CCC(=O)O)cc2)cc1 | -15% | -14% | -28% | -2% | -64* | -4% | x
C=CCNC(=O)CCCCCNS(=O)(=O)c1ccc(OC)cc1 | 18% | -1% | -8% | 3% | 41 | 1% | 0%
O=C(NC1CC2CCCC(C1)N2C(=O)Nc1cccc(F)c1)C1CC1 (stereo not drawn) | 7% | -4% | -5% | -10% | -32 | -5% | 0%
Cc1cc(C)c2c(=O)cc(C(F)(F)F)oc2n1 | 12% | 1% | -6%[2.29 µM] | 3% | -26 | -4% | 3%
CCC1(C)Cc2c(C#N)c(N)n(N)c(=S)c2CO1 (stereo not drawn) | 3% | -18% | -20% | 42%[activator] | -14 | -8% | -1%
COCCNC(=O)CCC1CCN(Cc2ccc(-c3ccccc3)cc2)CC1 | -16% | 1% | 22% | 15% | 56 | -16% | 1%
Cc1nc2ccccn2c(=O)c1NC(=O)COc1ccccc1 | x | 3% | x | 9% | -30 | x | x
C/C(=N\Nc1nc(C)c(C)s1)c1ccc([N+](=O)[O-])cc1 | u | -2% | -17% | 19% | 54 | u | -4%
Cc1ccsc1C(=O)OCC(=O)N1C(C)CCCC1C (stereo not drawn) | 3% | 0% | -11% | 6% | 26 | x | x
S=C(NCc1ccncc1)Nc1cccc(Cl)c1 | 7% | -14% | -25% | 0% | -17 | -12% | -2%
COCCCN(C(=O)c1ccc2ccccc2n1)c1c(N)n(Cc2ccccc2)c(=O)[nH]c1=O | -13% | 7% | 0% | 1% | 65 | 6% | x
COCCCn1c2nc3ccccc3nc2c2c(=O)n(Cc3cccs3)cnc21 | x | x | -10% | x | x | -2% | 0%
CC(C)(C)OC(=O)N1Cc2ccccc2C[C@H]1C(=O)NCC(=O)NC1CCCC1 | 1% | -1% | 29% | -3% | -32 | -9% | 9%
COc1ccccc1/C=C/C(=O)OCC(=O)Nc1ccc2c(c1)OCO2 | 7% | -3% | -14% | 7%[11.6 µM] | -12 | x | x
CN(CCCCOc1ccc(F)cc1)Cc1ccccc1 | -8% | -9% | 6% | u | 4 | -4% | 0%

Compounds from the list above containing an aryl methoxy group, in the order listed:
SMILES | HCV inhibitor | Tb PYK inh | AmpC inh no detg | AMA1 RON2 block | HCMV inh | AmpC inh detg | LmPK inhibitor
COc1ccccc1CN1CCC(CNC(=O)c2cnn(-c3ccc(C)c(C)c3)c2C2CCN(C(=O)OC(C)(C)C)CC2)CC1 | x | 3%[15.4 µM] | x | x | u | 1% | x
COc1ccc(NC(=O)Cn2cc(C(=O)c3cccs3)c3ccccc32)cc1 | x | -6% | x | x | 9 | -5% | x
C=CCNC(=O)CCCCCNS(=O)(=O)c1ccc(OC)cc1 | 18% | -1% | -8% | 3% | 41 | 1% | 0%
COc1ccccc1/C=C/C(=O)OCC(=O)Nc1ccc2c(c1)OCO2 | 7% | -3% | -14% | 7%[11.6 µM] | -12 | x | x

The results go on:
SMILES | HCV inhibitor | Tb PYK inh | AmpC inh no detg | AMA1 RON2 block | HCMV inh | AmpC inh detg | LmPK inhibitor
Cc1cccc(C(=O)Nc2cccc(C(=O)N/N=C/c3ccncc3)c2)c1 | u | -8% | -38% | 15% | 51 | -2% | -6%
Cc1ccc(NC(=S)NCc2cccnc2)cc1 | 8% | -8% | -11% | 6% | 30 | -6% | 10%
Cn1c(CCN2CCN(c3ccccn3)CC2)nc2cc(NS(=O)(=O)c3ccccc3)ccc21 | 10µM* | 3% | 80%[activator] | -11% | + | -13% | -2%
O=C(N[C@@H](Cc1ccccc1)C(=O)OCc1ccccc1)c1nc[nH]c1C(=O)NCc1ccccc1 | 10% | -1% | -18% | 116%[activator] | 7 | 12% | 1%
CCOC(=O)c1c([N+](=O)[O-])c(C)[nH]c(=O)c1C#N | 2% | 1% | -46% | 3% | -24 | -15% | 8%
CCCNC(=O)COCc1cc(-c2ccc3c(c2)OCO3)on1 | 10% | 0% | -5% | 11% | 41 | -4% | 0%
CS(=O)(=O)c1ccc(Cl)c(NC(=O)CN2C(=O)C3CCCCC3C2=O)c1 (stereo not drawn) | 23% | -6% | -10% | -10% | -15 | -4% | x
CCOC(=O)c1cc(NC(=O)N2CCCc3ccccc32)c(C)nc1C | -3% | -3% | 0% | -3% | -2 | -2% | 1%
N#CC(OC(=O)c1ccccc1)c1ccccc1 (stereo not drawn) | 6% | 0% | x | 54%[activator] | 9 | x | x
CN(C)c1cccc(C(=O)N2CCC(c3c[nH]c4ccccc34)(c3c[nH]c4ccccc34)CC2)c1 | x | 0% | x | x | 13 | 12% | x
O=[N+]([O-])c1cc(S(=O)(=O)N2CCCCC2)ccc1NCCN1CCOCC1 | 8% | 1% | 28% | -2% | -20 | -13% | 20%
CN(C)C(=O)c1cccc(-c2cnc3c(NC=O)cc(-c4ccc(N(C)C)cc4)cn23)c1 | x | -5% | x | u | -11 | x | x
CCOC(=O)CNC(=O)/C(=C\c1ccc(F)cc1)NC(=O)c1ccccc1 | -4% | 2% | -38% | -4% | -1 | -4% | -6%
CC(=O)c1ccc(-c2cnc3c(NC=O)cc(-c4ccccc4Oc4ccccc4)cn23)cc1 | x | 6% | x | 66%[activator] | -23 | x | x
O=[N+]([O-])c1ccc2c(c1)C(N1CCN(CCO)CC1)Cc1ccc(F)cc1S2 (stereo not drawn) | x | 4% | x | -12% | 9 | x | x
COc1ccc(-n2c(=O)c3ccccc3n(Cc3ccc(F)cc3Cl)c2=O)cc1OC | x | -1% | x | x | 26 | 11% | x
COc1ccc(NC(=O)c2cc(C)n(Cc3cccs3)c2C)cc1 | u | -8% | -34% | -9% | 137 | -5% | -8%
Cc1ccc(CNC(=O)c2ccc3nc4[nH]c5ccccc5c4nc3c2)cc1 | 4% | x | -30% | x | -102* | u | 4%
CC1(c2ccccc2Cl)NC(=O)N(CC(=O)Nc2cccnc2Cl)C1=O (stereo not drawn) | u | -14% | -5% | 3% | -17 | -15% | x
COCCCNC(=O)c1ccc2sc([C@@H]3O[C@H](CO)[C@H](O)[C@H](O)[C@H]3O)nc2c1 | x | 5% | x | 4% | -8 | x | x
c1ccc(C2=Nc3ccccc3OC2)cc1 | -4% | -3% | -5% | -14% | -5 | -1% | u
COc1cccc(C(O)c2ncc(-c3ccccc3OC)[nH]2)c1 (stereo not drawn) | x | 7% | x | -17% | -17 | x | x
Cc1ccc(S(=O)(=O)Nc2cc(=O)[nH]c(SCc3ccc(Cl)cc3)n2)cc1 | 7% | -14% | -14% | 19% | -32 | -9% | 1%
CCOC(=O)C(C#N)C(=N)C1C(=O)OC2CCCCC21 (stereo not drawn) | x | 0% | x | -7% | -28 | x | x
Cc1ccc(CNC(=O)C2CCN(S(=O)(=O)N3CC(C)CC(C)C3)CC2)cc1 (stereo not drawn) | -1% | 0% | -2% | 4% | 0 | 0% | 0%
O=C(NC1CCCCCC1)C1CCN(C(=O)Cc2ccccc2)CC1 | 4% | -12% | -9% | -3% | -23 | u | -1%
COc1cccc2[nH]c3c(=O)[nH]cnc3c12 | 18% | 5% | -4% | -1% | 14 | 4% | 1%
CC(C)Oc1c(Cl)cc(CNC(C)(C)CO)cc1Cl | u | 2% | -8% | 3% | -3 | -2% | -5%

A different layout for part of the listing above:
Molecule,HCV inhibitor,Tb PYK inh,AmpC inh no detg,AMA1 RON2 block,HCMV inh,AmpC inh detg,LmPK inhibitor
S=C(NCc1ccncc1)Nc1cccc(Cl)c1,7%,-14%,-25%,0%,-17,-12%,-2%
COCCCN(C(=O)c1ccc2ccccc2n1)c1c(N)n(Cc2ccccc2)c(=O)[nH]c1=O,-13%,7%,0%,1%,65,6%,x
